Bioassay records deposited in PubChem BioAssay by several laboratories.
Runt-SMMHC FRET = blocks binding of human RUNX1 Runt domain to CBFb-SMMHC; inhibition, % at 20 µM; Cerulean-Runt/Venus-CBFb-SMMHC FRET ratio 530/480, 1 h; 220,000 tested, 0.74% active;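 active = mean inhibition across duplicate retests at 20 µM reaching about 50%, limit read from the data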;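 also: 0% = DMSO wells and 100% = wells with excess untagged CBFb-SMMHC; inhibitors lower the FRET ratio by blocking Runt binding to CBFb-SMMHC; some results filed as inactive read as strong as hits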
TbHK1 inh = T. brucei hexokinase 1 inhibition | recombinant TbHK1, G6PDH-coupled NADH A340 | inhibition, % at 10 µM | 220,000 tested, 0.11% active | AID 1430;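 active = inhibition of 50% or more in the single-dose primary screen; inactive = inhibition below 50%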
NCF1 inh = blocks human p47phox regulatory protein of NADPH oxidases; P14598; 220,000 tested, 0.53% active; p47phox/p22phox peptide binding, fluorescence polarization, 2 h; inhibition, % at 24.7 µM; AID 1274;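 active = inhibition above about 30%, limit read from the data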;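 also: 0% = p47phox with labelled peptide and 100% = labelled peptide alone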
Runt-CBFb FRET = blocks binding of human RUNX1 Runt domain to CBFb | Cerulean-Runt/Venus-CBFb FRET ratio 530/480, 1 h | inhibition, % at 20 µM | 220,000 tested, 0.46% active | AID 1496;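 active = inhibition over about 50% at 20 µM in the single-dose screen, limit read from the data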;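 also: 0% = DMSO wells and 100% = excess unlabeled CBFb competitor control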
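Assay system: Cerulean-Runt domain / Medium: Tris 50 mM pH 7.5, KCl, K2SO4, 0.01% BSA / Timing: protein complex preformed 1 h, compound exposure 1 h, room temperature, dark / Measured by: FRET, excitation 422 nm, emission at 530 and 480 nm / Evaluation: loss of energy transfer signal / Control set: 5 µM unlabeled CBFb as full-inhibition high control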
RBBP9 inh = blocks human serine hydrolase RBBP9; recombinant RBBP9, FP-Rh probe fluorescence polarization; inhibition, % at 7.94 µM; O75884; AID 1515; 220,000 tested, 0.2% active;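 active = inhibition above the campaign mean of all tested compounds plus 3 SD, cut at about 14% in these data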;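 also: plate controls were DMSO wells with RBBP9 for no effect and wells lacking RBBP9 protein for full effect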
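System: RBBP9 protein / Quantity: 2.5 µM RBBP9 dispensing solution, before mixing / Also added: Serine-hydrolase probe FP-Rh, 375 nM pre-mixing / Dosing: 7.94 µM single dose, 0.794% DMSO / Timing: enzyme-compound preincubation 30 min, then probe labeling 45 min, 25 °C / Signal: FP readout at 525/598 nm / Controls: DMSO-treated enzyme wells and wells lacking RBBP9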
EBV gp42 inh = blocks Epstein-Barr virus glycoprotein 42 binding. Q1HVG2. Fluorescence polarization binding assay, mP read-out. inhibition, % (tested at 21.74 µM). 220,000 tested, 0.42% active; in the data active = inhibition above about 50%
Target sequence (Q1HVG2 whole entry, looked up): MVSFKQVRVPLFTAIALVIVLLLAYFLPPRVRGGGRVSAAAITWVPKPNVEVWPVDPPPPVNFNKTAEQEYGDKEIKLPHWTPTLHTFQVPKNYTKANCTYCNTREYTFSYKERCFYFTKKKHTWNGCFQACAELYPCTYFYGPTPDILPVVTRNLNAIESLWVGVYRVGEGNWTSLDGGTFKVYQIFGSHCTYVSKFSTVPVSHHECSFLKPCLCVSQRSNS
p97 ATPase inh = human p97 ATPase inhibition | 220,000 tested, 0.42% active | recombinant p97 ATPase, Kinase-Glo ATP luminescence, 3 h | P55072 | inhibition, % at 8 µM; in the data active = inhibition above about 15%;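 also: 0% = DMSO vehicle and 100% = wells lacking enzyme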
Target sequence (P55072 whole entry, looked up): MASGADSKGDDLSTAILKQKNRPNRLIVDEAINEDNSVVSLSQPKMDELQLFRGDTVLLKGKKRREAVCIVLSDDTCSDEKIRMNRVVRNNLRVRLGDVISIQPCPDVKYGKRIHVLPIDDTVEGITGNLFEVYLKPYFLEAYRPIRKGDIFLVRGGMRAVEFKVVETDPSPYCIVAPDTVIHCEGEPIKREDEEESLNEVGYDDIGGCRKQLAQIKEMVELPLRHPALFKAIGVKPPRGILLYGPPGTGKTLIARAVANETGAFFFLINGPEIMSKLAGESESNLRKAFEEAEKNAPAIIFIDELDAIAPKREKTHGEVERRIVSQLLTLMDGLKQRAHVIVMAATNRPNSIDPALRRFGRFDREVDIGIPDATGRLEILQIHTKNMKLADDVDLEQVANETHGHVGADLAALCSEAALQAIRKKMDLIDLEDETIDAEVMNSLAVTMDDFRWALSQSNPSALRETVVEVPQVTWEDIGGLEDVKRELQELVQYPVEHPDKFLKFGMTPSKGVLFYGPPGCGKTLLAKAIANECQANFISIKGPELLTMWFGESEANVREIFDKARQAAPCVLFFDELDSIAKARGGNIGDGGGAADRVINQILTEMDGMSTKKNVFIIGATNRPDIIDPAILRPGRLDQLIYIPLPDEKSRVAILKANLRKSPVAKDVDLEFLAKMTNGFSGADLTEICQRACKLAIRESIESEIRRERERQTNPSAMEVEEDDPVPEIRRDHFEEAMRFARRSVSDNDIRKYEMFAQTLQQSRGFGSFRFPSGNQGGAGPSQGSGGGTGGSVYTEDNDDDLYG
Calpain2 inh = inhibitors of pig calpain II. inhibition, % at 16 µM. purified calpain II, fluorogenic peptide substrate, 30 min. 220,000 tested, 0.37% active;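 active = inhibition above about 50%, limit read from the data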
Furin inh = human furin inhibition | P09958 | purified furin, fluorogenic substrate cleavage | inhibition, % at 30 µM | 220,000 tested, 0.061% active; in the data active = inhibition above about 25%; also: inactives centre near -15
Numbers without * were called inactive; . = no result given; [ ] = another dose, or the depositor's remark.

SMILES | Runt-SMMHC FRET | TbHK1 inh | NCF1 inh | Runt-CBFb FRET | RBBP9 inh | EBV gp42 inh | p97 ATPase inh | Calpain2 inh | Furin inh
CCC(=O)Nc1ccc(C(=O)NNC(=O)c2cc([N+](=O)[O-])cc([N+](=O)[O-])c2)cc1 | 1.1 | -17.5 | -9.6 | -0.7 | -7.2 | -10.7 | 1.4 | -5.7 | -17.2
COc1ccc(-c2cc(C(F)(F)F)nc(SCC(=O)N3CC(C)OC(C)C3)n2)cc1OC (stereo not given) | 0.9 | -14.4 | -15.2 | 1.9 | -6.4 | 8.1 | -2.5 | -62.4 | -17.1
CCOC(=O)/C(N=Nc1ccc(F)cc1)=C(/O)c1ccc([N+](=O)[O-])cc1 | -7.3 | -23.9 | 3.6 | -0.6 | -7.8 | -8.7 | 3.0 | 0.5 | -8.4[20 µM]
CC(C(=O)O)n1c(C(F)(F)F)nc2ccccc21 (stereo not given) | 1.5 | 0.3 | -8.2 | 2.5 | 0.7 | 10.0 | 4.0 | 1.2 | -29.7[20 µM]
O=C(O)C1CCCCC1C(=O)NCCCn1ccnc1 (stereo not given) | 2.1 | -3.8 | 36.3* | 0.3 | -2.9 | -8.0 | 3.9 | -15.7 | -2.3[20 µM]
O=C(Oc1ccc(OC(=O)N2CCCCC2)cc1)c1ccccc1 | -0.2 | 2.0 | -3.7 | 0.3 | 6.5 | -14.7 | -0.1 | -6.8 | -18.3[20 µM]
Cc1nn(C)c(C(=O)Sc2ccccc2)c1[N+](=O)[O-] | 3.0 | 0.6 | -5.8 | 6.7 | 0.6 | 5.9 | 2.3 | -21.4 | -13.2
COc1ccc(S(=O)(=O)CCC(=O)Nc2c(C)n(C)n(-c3ccccc3)c2=O)cc1 | -0.5 | 0.0 | 16.1 | 2.1 | -4.8 | 2.0 | 4.1 | 0.2 | -27.3
O=S(=O)(Nc1nc2ccccc2[nH]1)c1ccccc1 | 3.9 | 3.6 | -6.4 | -0.8 | -0.9 | -11.9 | 6.6 | 18.7 | -23.5
Cc1c(C(=O)N2CCOCC2)sc(NC(=O)c2ccc3c(c2)OCO3)c1C#N | 6.3 | -61.8 | -7.6 | 5.2 | -6.9 | 6.6 | 4.8 | 3.8 | -1.1
CC(=O)c1ccccc1OC(=O)c1c(F)cccc1F | 2.1 | -6.9 | -6.1 | -0.8 | -6.8 | -26.6 | 8.9 | -23.0 | -22.5
COc1ccccc1NC(=O)c1nn(-c2ccccc2)ccc1=O | 5.1 | -24.4 | -7.2 | 0.1 | -4.0 | -15.7 | 1.0 | 18.8 | -6.5[20 µM]
CCC1=NC(c2ccc(OC)cc2)N(O)C1(C)C (stereo not given) | -0.6 | -3.6 | -11.7 | 1.0 | 4.5 | -2.1 | -1.5 | -7.8 | -20.1[20 µM]
CC(=O)c1ccc(O)c(CC=C(C)C)c1 | -0.3 | -31.8 | 7.2 | 1.0 | . | -19.9 | . | -4.2 | -34.8
COc1ccc(C2C(C#N)=C(N)Oc3cc(C)n(Cc4ccco4)c(=O)c32)cc1 (stereo not given) | 4.5 | -7.3 | -9.9 | 8.7 | 2.9 | -1.0 | 4.2 | 5.3 | -21.0[20 µM]

In a second layout: three of the compounds above
CC(=O)c1ccccc1OC(=O)c1c(F)cccc1F
  Runt-SMMHC FRET: 2.1 | TbHK1 inh: -6.9 | NCF1 inh: -6.1 | Runt-CBFb FRET: -0.8 | RBBP9 inh: -6.8 | EBV gp42 inh: -26.6 | p97 ATPase inh: 8.9 | Calpain2 inh: -23.0 | Furin inh: -22.5

COc1ccc(C2C(C#N)=C(N)Oc3cc(C)n(Cc4ccco4)c(=O)c32)cc1 (stereo not given)
  Runt-SMMHC FRET: 4.5 | TbHK1 inh: -7.3 | NCF1 inh: -9.9 | Runt-CBFb FRET: 8.7 | RBBP9 inh: 2.9 | EBV gp42 inh: -1.0 | p97 ATPase inh: 4.2 | Calpain2 inh: 5.3 | Furin inh: -21.0[20 µM]

O=C(O)C1CCCCC1C(=O)NCCCn1ccnc1 (stereo not given)
  Runt-SMMHC FRET: 2.1 | TbHK1 inh: -3.8 | NCF1 inh: 36.3* | Runt-CBFb FRET: 0.3 | RBBP9 inh: -2.9 | EBV gp42 inh: -8.0 | p97 ATPase inh: 3.9 | Calpain2 inh: -15.7 | Furin inh: -2.3[20 µM]

The listing continues.
SMILES | Runt-SMMHC FRET | TbHK1 inh | NCF1 inh | Runt-CBFb FRET | RBBP9 inh | EBV gp42 inh | p97 ATPase inh | Calpain2 inh | Furin inh
CCOC(=O)c1[nH]c2ccccc2c1NC(=S)Nc1cccc(C)c1C | 3.4 | -8.6 | -7.8 | -6.2 | -9.0 | -12.1 | 2.5 | -7.5 | -16.1
CCN(CC)CCn1c2ccc(Cl)cc2c2nc(C)sc21 | 1.8 | 4.3 | 3.5 | 0.5 | -6.8 | -0.7 | -4.6 | 17.6 | -8.1[20 µM]
Cc1cc(Cl)ccc1-n1c(-c2cccnc2)n[nH]c1=S | 9.3 | -3.3 | -2.5 | 9.7 | -5.3 | -11.8 | -2.3 | 15.8 | -2.1
O=S(=O)(Nc1ccc2ccccc2c1)c1ccccc1 | 3.0 | 0.7 | 5.7 | -0.3 | -2.4 | -6.8 | -0.2 | 21.1 | -17.6
CN1CCN(c2cnn(-c3ccccc3)c(=O)c2Br)CC1 | 0.5 | -16.4 | -5.4 | 1.9 | 0.9 | -15.8 | -0.3 | 18.9 | -18.6
Cc1ccc(CN2CCNC(=O)C2CC(=O)NCC(F)(F)F)o1 (stereo not given) | 1.1 | -3.8 | 3.0 | 0.4 | 0.9 | -4.5 | 2.9 | -10.4 | -29.0
CCC(C)(C)NC(=O)C(c1ccc(F)cc1)N(Cc1ccco1)C(=O)CCC(=O)Nc1ccccn1 (stereo not given) | -5.1 | -2.0 | -8.7 | -5.8 | -2.5 | -1.3 | 1.8 | 5.7 | -23.1
OCC12COC(c3ccccc3)N1C(c1ccccc1)OC2 (stereo not given) | -23.9 | 29.1 | -0.4 | -1.6 | -6.7 | -14.6 | 0.9 | -5.5 | 0.4
O=C(CN(C(=O)CNS(=O)(=O)c1ccccc1)C1CCCC1)NCC1CCCO1 (stereo not given) | -4.0 | 3.1 | 9.6 | -0.4 | -1.0 | -13.3 | 3.8 | 2.7 | -22.4
COc1nc(N=C(N)N)nc2ccc(C)cc12 | -0.9 | -9.0 | 7.5 | 0.7 | -3.1 | -7.4 | 2.5 | -14.5 | -20.6
NC(=O)C1CCN(c2ncc(C(F)(F)F)cc2Cl)CC1 | 2.9 | -1.0 | -6.9 | -0.7 | -10.6 | -10.6 | 2.9 | -10.3 | -12.3
CCC(=NCc1ccc(Cl)c(Cl)c1)c1nc(-c2ccco2)oc1O | 4.1 | -1.5 | -13.2 | -0.6 | -1.2 | 4.9 | 0.4 | 16.0 | -26.0
Cc1cc(C)c(C#N)c(SCc2[nH]nc3c2C(c2ccc(F)cc2)C(C#N)=C(N)O3)n1 (stereo not given) | 6.9 | -10.7 | -29.6 | -2.4 | 11.8 | 14.7 | 2.3 | -31.6 | 17.6[20 µM]
Cc1ccc(C(=O)Nc2ccc(Oc3ccc(C(=O)O)c(C(=O)O)c3)cc2)cc1C | -8.0 | -5.5 | -10.6 | -0.7 | -6.3 | 3.0 | -0.5 | -11.5 | -4.4[20 µM]
CCOC(=O)C1=NN(c2ccccc2)C2=NC(C)=C(C(=O)OC)C(c3cccs3)N12 (stereo not given) | . | 7.5 | . | . | -8.4 | . | -1.7 | . | -13.5[20 µM]
Cc1cccc(NC(=O)CN(C)S(=O)(=O)c2cccs2)c1 | 0.7 | -6.6 | -10.4 | 0.5 | -5.1 | -29.6 | 1.3 | -0.7 | -19.3[20 µM]
CCOC(=O)CSc1nc2cc(C(=O)NCC3CCCO3)ccc2c(=O)n1Cc1ccco1 (stereo not given) | -1.7 | 1.8 | -9.7 | -2.1 | 2.6 | -7.4 | 0.9 | -45.1 | -18.3
Cc1ccc(S(=O)(=O)NC(=O)Nc2nc(-c3ccc(F)c(F)c3)cs2)cc1 | -3.7 | -8.8 | -3.2 | 2.3 | -8.6 | 4.3 | 1.5 | -21.6 | -16.2
COc1c(Cl)cc(Cl)cc1CNCc1ccccc1 | -2.5 | 7.9 | 4.5 | -1.4 | -3.4 | -3.3 | 0.5 | -6.2 | -35.3
CCCCC(CC)CNC(=O)Cn1c(=S)[nH]c2ncccc2c1=O (stereo not given) | 3.4 | -12.6 | 2.0 | 3.6 | 1.1 | -12.1 | 0.6 | -3.4 | -31.3
O=C(NCCN1CCN(c2ccccc2)CC1)C1CCCN(S(=O)(=O)c2cnc[nH]2)C1 (stereo not given) | -1.4 | 7.4 | 7.2 | 6.1 | 1.3 | -15.6 | 3.7 | 1.9 | -28.3
Cc1ccc(C(=O)CSc2nnc3c4ccccc4nc(Cc4ccccc4)n23)cc1 | -1.7 | 3.5 | -3.9 | -6.7 | -0.5 | -5.1 | 0.9 | -1.3 | -5.4
CCN1CCN(c2cc(C)c3cc(NC(=O)c4ccncc4)ccc3n2)CC1 | -4.2 | -32.5 | -6.3 | 0.4 | . | -16.4 | . | 18.7 | -2.1
Cc1nc2c(C(=O)NCc3ccc(F)cc3)c[nH]n2c(=O)c1Cl | 1.3 | 3.6 | -6.0 | -0.4 | -7.1 | -4.7 | 0.6 | -6.9 | -12.7
Cc1cccc(NC(=O)c2ccc([N+](=O)[O-])cc2Cl)n1 | 2.2 | -5.2 | -4.5 | 1.2 | -5.5 | 5.2 | 8.5 | -3.2 | -23.6
COc1ccc(CC(=O)OCC(=O)NCc2ccccc2Cl)cc1OC | -3.8 | 4.4 | -5.9 | 1.6 | -10.1 | 1.6 | 5.6 | -12.7 | -20.9
COC(=O)c1cc(NC(=O)c2c(Cl)cnn2C)cc(C(=O)OC)c1 | -7.3 | 39.1 | -12.0 | -2.3 | 0.9 | -17.8 | 1.6 | 19.2 | -1.6
COc1cc(/C=N/NC(=O)CSc2ccccn2)ccc1OC(C)C | -6.6 | -28.8 | 0.4 | -2.2 | -9.2 | 5.6 | 4.2 | 3.6 | -6.8
O=C(Cn1cccc1C(=O)c1ccccc1)NCc1ccco1 | 5.5 | -7.3 | -15.9 | -1.4 | -4.4 | -32.7 | 4.0 | -6.2 | -12.7
C/C=C\C(=O)Nc1cccc(C2=NOC3(C2)C[C@H](C(N)=O)N(C(=O)[C@H]2CCC(=O)N2)C3)c1 (stereo not given in full) | 3.3 | -8.6 | -6.4 | 1.9 | . | -23.4 | . | -12.3 | -13.1
OCCNCCSc1ccc(Cl)cc1 | 0.0 | 2.3 | -0.8 | -1.3 | -8.5 | -1.3 | -0.8 | -5.3 | -17.3
Cc1ccc(C(=O)ON=C2CCN(S(=O)(=O)c3ccccc3)CC2)cc1 | -3.3 | -1.8 | 2.1 | 0.2 | -12.3 | -9.6 | -5.8 | 18.6 | -4.7[20 µM]
Cc1c(Cl)c(C(F)(F)F)nn1CC(=O)NN | 0.2 | -1.3 | 4.0 | -1.8 | -3.9 | -13.0 | -1.7 | 5.6 | -25.3
COc1ccc(N2CCN(C(=O)CN3CCN(C(c4ccccc4)c4ccccc4)CC3)CC2)cc1 | -5.3 | -6.1 | -19.4 | 1.2 | -3.0 | -1.8 | -7.6 | 0.2 | -9.4
COC(=O)C1CCN(c2ccc([N+](=O)[O-])cc2[N+](=O)[O-])CC1 | -1.2 | -16.2 | 3.0 | -0.3 | 9.5 | -9.5 | 1.4 | 2.1 | -4.8
CN1C(=O)C2C=CC1C1C(=O)N(c3ccccc3)C(=O)C21 (stereo not given) | -9.8 | -4.4 | -7.9 | 1.3 | -9.6 | 0.7 | 5.6 | -14.7 | -20.5
Nc1cc(C(=O)O)ccc1Sc1ccccc1C(=O)O | 9.5 | -8.0 | -2.4 | 4.7 | 3.8 | -9.2 | -2.0 | 19.7 | -15.1
